PAFAH1B2 inh: blocks human PAF acetylhydrolase 1b catalytic subunit 2. P68402. AID 492953. recombinant PAFAH1B2, FP-rhodamine activity probe, fluorescence polarization. inhibition, % at 3.39 µM. actives 1.2% (n = 340,000);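 active means inhibition above the mean of all tested compounds plus 3 SD, cut at about 24% in these data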;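 further: 0% = enzyme with DMSO and 100% = wells lacking PAFAH1B2; many of its hits are not listed in these tables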
Target sequence (P68402 whole entry, looked up): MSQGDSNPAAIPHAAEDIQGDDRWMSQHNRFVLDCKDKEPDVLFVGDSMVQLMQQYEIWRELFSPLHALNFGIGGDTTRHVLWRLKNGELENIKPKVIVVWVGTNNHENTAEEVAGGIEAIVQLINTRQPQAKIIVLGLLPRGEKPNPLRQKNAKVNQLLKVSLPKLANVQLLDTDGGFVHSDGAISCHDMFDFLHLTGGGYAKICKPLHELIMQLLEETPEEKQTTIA
pPAFAH FP inh: pPAFAH (human) enzyme inhibition | Q13093 | recombinant pPAFAH, FP-rhodamine probe fluorescence polarization | inhibition, % at 3.39 µM | actives 1.5% (n = 330,000) | AID 463082;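 active means inhibition above the mean inhibition across the screen plus 3 SD, cut at about 25% in these data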;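 further: inhibitors block binding of the rhodamine activity-based probe so polarization drops; 0% = enzyme with DMSO and 100% = wells lacking pPAFAH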
Target sequence (Q13093 whole entry, looked up): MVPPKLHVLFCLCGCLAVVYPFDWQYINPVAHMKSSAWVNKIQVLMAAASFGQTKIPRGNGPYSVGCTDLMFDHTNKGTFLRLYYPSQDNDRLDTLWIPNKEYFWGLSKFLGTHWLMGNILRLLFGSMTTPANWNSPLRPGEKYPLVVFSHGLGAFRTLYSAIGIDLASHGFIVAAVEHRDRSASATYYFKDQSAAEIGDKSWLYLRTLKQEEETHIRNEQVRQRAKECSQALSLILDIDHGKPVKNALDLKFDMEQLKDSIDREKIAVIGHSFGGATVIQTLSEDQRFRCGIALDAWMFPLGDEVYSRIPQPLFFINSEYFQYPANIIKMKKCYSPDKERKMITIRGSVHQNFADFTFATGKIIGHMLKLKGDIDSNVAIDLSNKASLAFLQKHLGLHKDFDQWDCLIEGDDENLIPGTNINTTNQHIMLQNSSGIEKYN
LYPLA2 counter: LYPLA2 (human) inhibition in PME1 counter-screen; inhibition, % at 5.9 µM; actives 0.38% (n = 320,000); AID 2177; recombinant LYPLA2, FP-Rh probe fluorescence polarization;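 active means inhibition above the screen-wide mean plus 3 SD, limit set per campaign, cut at about 26% in these data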;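 further: 0% = LYPLA2 with DMSO and 100% = wells lacking LYPLA2 enzyme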
LYPLA1 inh: blocks human lysophospholipase 1, a PME1 counter-screen; inhibition, % at 5.9 µM; actives 0.16% (n = 320,000); O75608; AID 2174; recombinant LYPLA1, FP-Rh probe fluorescence polarization;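 active means inhibition above the mean of all tested compounds plus 3 SD, set per campaign, cut at about 14% in these data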;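 further: inhibitors block serine hydrolase probe labeling of LYPLA1 so polarization falls; 0% = enzyme with DMSO and 100% = wells lacking LYPLA1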
Target sequence (O75608 whole entry, looked up): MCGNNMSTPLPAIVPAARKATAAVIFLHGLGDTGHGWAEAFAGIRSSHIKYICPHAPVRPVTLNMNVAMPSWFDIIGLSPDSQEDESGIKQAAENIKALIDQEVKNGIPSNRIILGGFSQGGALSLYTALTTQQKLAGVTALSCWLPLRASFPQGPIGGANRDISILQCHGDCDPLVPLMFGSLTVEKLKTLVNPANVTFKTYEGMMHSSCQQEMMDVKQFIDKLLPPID
GSTO1 counter: GSTO1 inhibition, counter-screen for RBBP9 inhibitors; AID 1974; inhibition, % at 5.96 µM; recombinant GSTO1, activity-based probe fluorescence polarization; actives 1.1% (n = 300,000);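 active means inhibition above the campaign mean inhibition plus 3 SD, cut at about 35% in these data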;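 further: 0% = GSTO1-1 with DMSO and 100% = wells lacking GSTO1-1 enzyme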
PAFAH2 inh: inhibitors of human PAFAH2. Q99487. recombinant PAFAH2, FP-rhodamine activity probe, fluorescence polarization. inhibition, % at 3.39 µM. actives 0.99% (n = 340,000). AID 492956;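 active means inhibition above the mean over all tested compounds plus 3 SD, cut at about 30% in these data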;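 further: inhibitors block probe labeling of enzyme so polarization drops; 0% = enzyme with DMSO and 100% = wells lacking PAFAH2 protein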
PAFAH1B3 inh: blocks human PAF acetylhydrolase 1B catalytic subunit 3; Q15102; recombinant PAFAH1B3, FP-rhodamine probe, fluorescence polarization; inhibition, % at 3.39 µM; actives 0.28% (n = 340,000);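 active means inhibition above the screen-wide average of all tested compounds plus 3 SD, cut at about 25% in these data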;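 further: 0% = enzyme with DMSO only and 100% = wells lacking PAFAH1B3 protein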
PAD4 FP inh: PAD4 (human) enzyme inhibition; inhibition, % at 6.36 µM; Q9UM07; recombinant PAD4, RCA probe fluorescence polarization; actives 0.41% (n = 330,000);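 active means percent inhibition above a cutoff equal to the mean of all tested compounds plus 3 SD, cut at about 15% in these data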;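 further: 0% = PAD4 with RCA probe and DMSO and 100% = probe without PAD4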
PREPL inh: inhibitors of human prolyl oligopeptidase-like enzyme PREPL; recombinant PREPL, fluorescence polarization activity-based probe; Q4J6C6; actives 0.68% (n = 320,000); inhibition, % at 5.96 µM; in the data active means inhibition above about 43%;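 further: 0% = enzyme with DMSO and 100% = wells lacking enzyme; many of its hits are not listed in these tables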
* hit, by the source's call; · = not tested or not shown. Some of the compounds tested, so the mix of outcomes need not match the whole.

Sample of the layout:
SMILES	PAFAH1B2 inh	pPAFAH FP inh	LYPLA2 counter	LYPLA1 inh	GSTO1 counter	PAFAH2 inh	PAFAH1B3 inh	PAD4 FP inh	PREPL inh
COC(=O)c1ccccc1NC(=O)COc1ccc2c(c1)OCO2	10	2	-8	-1	-2	0	9	-9	-3
O=C(CCN1C(=O)/C(=C\c2cccs2)SC1=S)NC1=NCCS1	-1	-7	0	-3	3	-6	6	-4	-1
Cc1ccn(CCC(=O)O)n1	-9	3	-1	3	9	-11	-4	-1	-9
CNC(=O)NC(=O)CSc1ccc(S(=O)(=O)N2CCOCC2)cn1	4	3	3	0	·	-2	-8	-5	8

The whole of this part, repeating the preview:
SMILES	PAFAH1B2 inh	pPAFAH FP inh	LYPLA2 counter	LYPLA1 inh	GSTO1 counter	PAFAH2 inh	PAFAH1B3 inh	PAD4 FP inh	PREPL inh
COC(=O)c1ccccc1NC(=O)COc1ccc2c(c1)OCO2	10	2	-8	-1	-2	0	9	-9	-3
O=C(CCN1C(=O)/C(=C\c2cccs2)SC1=S)NC1=NCCS1	-1	-7	0	-3	3	-6	6	-4	-1
Cc1ccn(CCC(=O)O)n1	-9	3	-1	3	9	-11	-4	-1	-9
CNC(=O)NC(=O)CSc1ccc(S(=O)(=O)N2CCOCC2)cn1	4	3	3	0	·	-2	-8	-5	8
COCCNC(=O)c1ccccc1NC(=O)Nc1ccccc1	3	1	1	-2	-6	-3	0	0	4
CN(C)/C=C/C(=O)c1ccc(Cl)c([N+](=O)[O-])c1	7	0	3	0	26	2	2	1	3
COC(=O)CC(=O)CSc1nc2c(cc1C#N)CCCCC2	7	4	6	4	-15	-1	2	-3	-10
COc1ccccc1C(C)NCC(=O)Nc1ccccc1C(F)(F)F (centres undefined)	-6	4	-3	-2	5	2	10	-6	4
O=C(COc1ccc(Br)cc1)N1CCc2ccccc2C1	6	4	5	1	8	6	9	-3	-46
O=C(Cc1ccccc1)NCCCc1ccccc1	2	3	0	-2	-2	3	-1	4	1
COc1ccc(N2CCN(C(=O)CN3C(=O)COc4ccccc43)CC2)cc1	6	8	3	3	-4	4	3	1	16
CN(C)CCCNc1cc(C(C)(C)C)nc2c(-c3ccccc3)cnn12	8	4	1	2	0	2	13	6	67*
COCc1cc(=O)n2[nH]c(-c3cccs3)cc2n1	2	6	-1	1	7	15	7	-1	1
O=C(Nc1ccncc1)Nc1ccc(Cl)cc1	-1	1	-5	-7	-14	-4	5	-6	1
O=C(NCc1ccccn1)C1Nc2ccc(OC(F)(F)F)cc2C2C=CCC12 (centres undefined)	8	17	2	-1	2	5	12	-4	1
Nc1nc(-c2ccc(Cl)cc2)nn1C(=O)c1cccs1	0	0	3	-1	-2	-7	3	1	4
CCC(=O)Nc1ccc2oc(-c3cccnc3)nc2c1	6	-1	-6	1	-2	-3	5	0	-16
Cn1c(NNC(=O)CCC2CCCCC2)cc(=O)n(C)c1=O	7	9	1	3	6	18	-2	-3	-1
CCCCOC(=O)c1ccc(NC(=O)c2c(OC)cccc2OC)cc1	-3	7	2	-3	6	5	-3	-7	-1
COc1ccc(C(C(=O)NC2CCCCC2)N(CC2CCCO2)C(=O)C2COc3ccccc3O2)cc1OC (centres undefined)	-2	2	-4	-4	2	-20	16	-2	10
COc1cc(/C=C(\NC(C)=O)C(=O)N2CCCCC2)ccc1OC(C)=O	1	2	3	0	8	-2	-3	1	5
O=S(=O)(Nc1c(O)ccc2ccccc12)c1ccc(F)cc1	12	14	2	-1	33	9	6	-16	4
CCOCCCNC(=O)C1CCCN1S(=O)(=O)c1ccc(Cl)cc1 (centres undefined)	2	3	-1	1	2	-4	14	-1	2
c1ccc(NCc2nc(-c3ccccc3)no2)cc1	10	5	12	1	2	-1	10	1	3
COc1ccc(CSCC(=O)N/N=C/c2ccccc2O)cc1	5	6	3	4	-8	-44	17	0	-6
C=CCNC(=O)C1CC(=O)N(c2ccc(C)cc2)C1 (centres undefined)	6	-6	-1	0	-3	-7	5	2	14
C=CCNC(=O)C1CC(=O)N(c2ccc(OCC(=O)Nc3ccccc3)cc2)C1 (centres undefined)	0	-1	-1	2	5	9	6	2	-4
COc1cc(/C=C2\CC/C(=C\c3ccc(OCCO)c(OC)c3)C2=O)ccc1OCCO	1	4	4	-1	-61	-7	-10	-8	15
O=C(CSc1nc(-c2ccc(F)cc2)nc2ccc(F)cc12)Nc1cccc(C(=O)O)c1	-3	5	2	-4	-20	-7	-2	-4	-6
COc1ccc(NC(=O)C2CCCN(S(=O)(=O)c3cccs3)C2)cc1OC (centres undefined)	3	-3	-9	-1	18	-4	3	-2	4
COc1ccc(NS(=O)(=O)c2ccc3nc(COc4cccc5ccccc45)[nH]c3c2)cc1	-33	-27	-89	-44	-52	-51	-81	-18	-7
Cc1c(C(=O)N2CCN(S(=O)(=O)c3ccccc3)CC2)oc2ccc(Br)cc12	1	11	·	·	·	3	4	2	11
COc1cccc(C(=O)NN2C(=S)N(c3ccccc3)C(=O)C2CC(N)=O)c1 (centres undefined)	3	-3	0	-2	-1	-2	-3	0	-4
O=C(O)c1oc2ccccc2c1CN1CCN(c2ccccc2)CC1	3	6	-1	-1	6	-3	-2	-3	7
O=C1c2ccccc2C(=O)N1CC(=O)N1c2ccccc2Sc2ccccc21	-2	9	19	-2	-1	7	3	0	-5
CCc1ccc(NC(=O)C(NS(=O)(=O)c2ccc3c(c2)CCN3C(C)=O)C(C)C)cc1 (centres undefined)	-5	-12	12	0	1	5	3	0	6
O=C(Nc1ccc(F)cc1)N1CCN(C(=O)C2CCCO2)CC1 (centres undefined)	2	0	0	-3	2	1	0	-3	6
Clc1ccccc1N1CCN(Cc2ccco2)CC1	0	-3	-4	3	3	-1	0	6	1
Cc1ccc(S(=O)(=O)c2c(N)n(C)c3nc4ccccc4nc23)cc1	2	-3	-5	-2	0	1	2	-3	1
CS(=O)(=O)Nc1cccc(C2=NN(C(=O)c3cccc([N+](=O)[O-])c3)C(c3cccs3)C2)c1 (centres undefined)	-1	6	-3	-1	1	-1	10	-4	7
CCOC(=O)c1cnc(SCC(=O)c2ccc(Cl)cc2)nc1N	4	2	-1	-1	-4	4	4	-1	19
CCc1cc2c(=O)c(-c3nc4ccccc4n3C)c(C)oc2c(CN2CCOCC2)c1O	1	3	1	4	3	1	0	-5	10
COc1ccccc1OCC(=O)Nc1c2c(nn1-c1ccc(F)cc1)CS(=O)(=O)C2	0	-2	-1	-2	3	-4	6	2	-5
COc1ccc(N(CC(=O)Nc2ccc3c(c2)OCO3)S(=O)(=O)c2ccc(C)cc2)cc1OC	5	1	5	0	1	0	3	0	-79
COc1ccccc1NC(=O)c1cc(C(=O)Nc2ccccc2OC)cc([N+](=O)[O-])c1	1	4	-6	-1	-2	1	12	0	-1
CC(CCc1ccccc1)NC(=O)Cn1cccc1C(=O)c1ccccc1 (centres undefined)	9	3	-3	-2	-10	4	9	1	-1
Cc1ccc(CN2CCN(CC(=O)O)C2=O)cc1	6	-1	3	2	5	9	5	2	4
CN(C(=O)COc1cccc(Br)c1)C1CCS(=O)(=O)C1 (centres undefined)	9	0	4	-2	4	6	10	2	7
COc1ccc(Cl)cc1CSc1ncn[nH]1	8	-5	-1	-1	-4	8	-2	-3	8
Cc1sc(NC(=O)Cn2[nH]c(=O)c3ccccc3c2=O)nc1-c1ccccc1	-2	-3	-14	-11	-7	-3	-8	-6	-5
O=C(Nc1ncccn1)C1CCCN1S(=O)(=O)c1ccc(Cl)c(Cl)c1 (centres undefined)	2	2	-1	3	2	4	10	0	0
Cc1[nH]c2ccccc2c1CN1CCC(CO)(Cc2ccccc2)CC1	-1	4	2	1	8	3	10	-1	16
Cc1ccccc1-n1nc2c(c1NC(=O)c1cccs1)CS(=O)(=O)C2	1	0	-7	-3	8	-5	2	-6	7
FC(F)(F)c1cccc(NC(=S)N(CCCN2CCCC2)Cc2cccn2Cc2ccc(Cl)cc2)c1	-3	-1	5	-3	3	-1	0	-4	7
Cc1c(NC(=O)c2ccc(N(C)S(=O)(=O)c3ccccc3)cc2)c(=O)n(-c2ccccc2)n1C	3	4	1	-1	4	7	9	2	14
CN(C(=O)C1CCCO1)C1CCS(=O)(=O)C1 (centres undefined)	-2	10	-2	1	-3	2	4	1	0
O=C(Nc1ccc(Cl)cc1)Nc1ccc(N2CCC(C(F)(F)F)CC2)nc1	3	5	3	-2	4	-2	11	6	12
Cn1c(N2CCOCC2)cc(=O)n(C)c1=O	1	0	1	-2	0	-5	2	-1	-4
Cc1ccc(CNC(=O)c2cccc3c2C(=O)c2ccc(N4CCC(C)CC4)cc2S3(=O)=O)cc1	2	0	-11	-3	·	0	1	-6	10
O=S(=O)(NCc1ccco1)c1ccccc1Br	6	-5	-3	-1	9	-1	1	2	-10
Next part:
SMILES	PAFAH1B2 inh	pPAFAH FP inh	LYPLA2 counter	LYPLA1 inh	GSTO1 counter	PAFAH2 inh	PAFAH1B3 inh	PAD4 FP inh	PREPL inh
Cc1cc(C)c(C)c(S(=O)(=O)ON2C(=O)c3ccccc3C2=O)c1C	1	-1	2	-1	3	1	1	-7	9
CC(C)Oc1ccc(Cc2cnc(=S)[nH]c2N)cc1	5	3	0	-2	-8	-3	3	-6	1
CCOc1ccccc1N1CCN(c2ncnc3scc(-c4ccc(OC)cc4)c23)CC1	8	-9	0	-1	-9	0	0	-2	7
CCc1ccc(-n2c(SCC(=O)NC3CCS(=O)(=O)C3)nc3ccccc3c2=O)cc1 (centres undefined)	7	3	2	0	·	4	13	0	8
COc1ccc(NC(=O)CCn2cc(C)c3ccccc32)cc1	9	7	7	-3	5	3	11	1	1
O=c1[nH][nH]c(-c2ccccc2)c1C=Nc1ccc(Cl)cc1	10	-2	1	-1	4	-3	2	-5	-7
COC(=O)c1cc(NC(=O)c2cccc([N+](=O)[O-])c2C)ccc1Cl	0	0	12	2	-1	-7	-6	-1	-7
Cc1cccc(NC(=O)CSc2nc3nc(C)cc(C)c3c(=O)[nH]2)c1	1	0	3	3	10	-1	11	0	-5
Cc1cc(-c2onc(C)c2C(N)=O)no1	0	-1	2	1	7	4	-2	3	12
CCn1nc(C)c(/C=N/NC(=O)c2ccoc2C)c1C	2	-2	4	0	4	8	10	1	-5
O=C(CCNS(=O)(=O)c1cccc(C(F)(F)F)c1)NCc1ccco1	-1	0	·	·	·	7	2	27*	20
COc1ccc(S(=O)(=O)NCC2CCCN(C(=O)c3cccnc3)C2)cc1 (centres undefined)	8	0	3	-1	5	3	1	-4	5
C=C(C)c1ccc(C(C)(C)NC(=O)NCc2ccco2)cc1	1	3	3	0	11	-7	-7	-4	-3
Cc1ccccc1-n1c(SCC(=O)c2c(N)n(C)c(=O)n(C)c2=O)nnc1-c1cccnc1	2	5	3	-2	3	6	5	-3	-2
Cc1ccc2c(c1)sc1ncc(NC(=O)c3ccc(F)cc3)c(=O)n12	·	3	-8	-4	-2	·	·	-1	-1
Cc1cccc(OCCCC(=O)Nc2ccc(N3CCCCC3)cc2)c1C	2	0	2	2	3	-8	-13	-7	12
CCc1ccc2c(c1)cc(CN(C(=S)Nc1cccc(C)c1)C1CC1)c1nnnn12	5	2	-1	0	-1	0	-1	-8	13
O=C(NCc1cccnc1)c1ccc(S(=O)(=O)N2CCCCC2)cc1	1	2	-1	2	3	1	10	3	1
COc1cccc(C(=O)OCC(=O)N2CCc3ccccc3C2)c1	0	4	·	·	·	18	2	-7	7

Bioassay records (PubChem)
